esBAF inh – Bmi1 luciferase reporter increase in mESCs, primary screen, esBAF inhibitor project, mouse ES cells, Bmi1 luciferase knock-in, single point. 24 h; 100% = twice the neutral-well signal. reporter increase, % at 12.5 µM. 350,000 tested, 2% active. AID 602393, 2012; in the data active = activation above about 40%;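 note: 0% = median of the plate's neutral control wells and 100% = double that signal; a rise in the Bmi1 reporter signal indicates esBAF inhibition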
Numbers without * were called inactive. These rows are one share of the data; rates above refer to the full screens.

esBAF inh | mol
11 | CCOc1ccc(N(Cc2cc3cc(OC)ccc3[nH]c2=O)S(C)(=O)=O)cc1
-10 | CCC(=O)Nc1cc2c(cc1C(C)=O)OCCO2
27 | CC(C)NC(=S)Nc1ccc(Oc2ccccc2)cc1
-2 | Cc1sc(NC(=O)c2sc3nc4c(C)cccc4cc3c2N)c(C#N)c1C
-4 | CC1CN(C(=O)CSc2nc(-c3ccc(F)cc3)cs2)CC(C)O1 (centres undefined)
6 | CCOC(=O)c1c(C)[nH]c(C(=O)OC)c1CCC(=O)OC
-1 | N#CCCNCC1(c2ccccc2)CCCC1
0 | COc1cc(/C=N/Nc2snc(SC)c2C#N)cc(OC)c1OC

Other entries.
esBAF inh | mol
39 | Brc1ccc(Sc2cnc3ccccc3n2)cc1
1 | COc1ccc(NC(=O)CN2CCN(CC(=O)Nc3ccc(OC)c(OC)c3)CC2)cc1
55* | CN(C)c1ccc(C(=O)c2ccc(O)cc2O)cc1
-12 | Cc1cccc(N2CCN(c3ccc(NC(=O)/C=C(/C(=O)O)c4ccccc4)cc3)CC2)c1
13 | COc1ccc(N2C(=NC(C)=O)SC3CS(=O)(=O)CC32)cc1OC (centres undefined)
3 | Cc1c2cnn(-c3ccccc3)c(=O)c2c(C)n1CCCC(=O)N1CCN(c2ncccn2)CC1
-4 | CC(=O)Nc1ccc(S(=O)(=O)NCc2csc(-c3cccnc3)n2)cc1
32 | CC(=O)COc1ccc2c3c(c(=O)oc2c1)CCCC3

Carrying on.
esBAF inh | mol
-2 | C=CCN(CC=C)C(=O)c1ccccc1NC(=O)c1ccccc1C
6 | O=S(=O)(c1ccc(Br)cc1)N1CCCC1c1nc2ccccc2s1 (centres undefined)
5 | CCOC(=O)c1oc2ccccc2c1CN1CCN(C)CC1
26 | Cc1onc(-c2ccccc2)c1C(=O)Nc1nc(-c2ccccc2)cs1
0 | O=C(CN1CCC(NC(=O)c2ccco2)CC1)Nc1cccc2ccccc12
-8 | COc1ccccc1CNC(=O)C[n+]1ccccc1
33 | Cc1cccc(NC(=O)c2cccs2)n1
17 | CSc1nc(N)nc(SCC(=O)C(C)(C)C)c1C#N

The list goes on.
esBAF inh | mol
-1 | CN1CCN(c2ccccc2NC(=O)c2ccc(-c3ccc(Cl)cc3Cl)o2)CC1
12 | Nc1nc(N)nc(-c2ccccc2O)n1
-13 | Cn1c(=O)[nH]c(=O)c2c1nc(N1CCOCC1)n2CCN1CCOCC1
-4 | C=CCn1c(Cc2c(C)[nH]c3ccccc23)nnc1SCC(=O)NCc1ccc(F)cc1
0 | CN(C)C(=O)CSc1nnc2sc3ccccc3n12
0 | Cc1cc(C(F)F)n2nc(C(=O)NCc3ccccc3F)nc2n1
16 | Cc1ccc(-c2nc3ccccc3o2)cc1NC(=S)NC(=O)/C=C/c1ccco1
-7 | COc1ccccc1NC(=O)CS(=O)(=O)c1cccc2nsnc12

Carrying on:
esBAF inh | mol
-6 | O=C(NC1CCCCC1)C(c1ccncc1)N(Cc1ccc2c(c1)OCO2)C(=O)c1cnsn1 (centres undefined)
1 | COCCNC(=O)C(C)N(c1ccc(Oc2ccccc2)cc1)S(C)(=O)=O (centres undefined)
8 | Cc1nn(-c2nc3ccccc3n2Cc2ccccc2)c2c1C(=O)CC(C)(C)C2
11 | O=C(COc1ccc(Cl)cc1)OCC(=O)N1CCCCCC1
5 | COC(=O)c1[nH]c2ccc(Cl)cc2c1NC(=O)CCN1CCOCC1
-14 | Cc1c(C#N)c2ncnc(N)c2n1-c1ccccc1
29 | Cc1ccc(SCC2CNc3nc4ccccc4c(=O)n32)c(C)c1 (centres undefined)
4 | N#Cc1cnn(CC2CCCCC2)c1N

Other results.
esBAF inh | mol
-8 | CCOC(=O)Cc1c(C)nc2c(-c3ccccc3)c[nH]n2c1=O
19 | CCS(=O)(=O)N1CCCC(C(=O)NC2CCC(C)CC2)C1 (centres undefined)
25 | COc1ccc(NC(=O)c2cc(-c3ccc(C)o3)nc3ccccc23)cc1OC
-1 | COc1cc(S(=O)(=O)NCC2CCCO2)c(OC)cc1Cl (centres undefined)
-13 | O=C1Nc2ccccc2/C1=C/C(=O)c1cccs1
-4 | CCOc1ccccc1NC(=O)CSc1c(C)n[nH]c1C
6 | CCOC(=O)NNC(=O)c1ccc(Cl)cc1
-11 | COc1ccc(-n2c(O)c(/C=N/n3cnnc3)c3ccccc3c2=O)cc1

Quoted from the listing.
esBAF inh with `CCOC(=O)Cc1c(C)nc2c(-c3ccccc3)c[nH]n2c1=O` reads -8
esBAF inh with `COc1ccc(-n2c(O)c(/C=N/n3cnnc3)c3ccccc3c2=O)cc1` reads -11

Going on with the list.
esBAF inh | mol
-3 | CCC(c1c(C)[nH]oc1=O)c1c(C)[nH]oc1=O
-1 | Cc1ccc(-c2nn3nnnc3c3ccccc23)cc1
2 | CCOCCn1cnc2sc(C(=O)NCC(=O)OCC)c(C)c2c1=O
-3 | O=C(CCCC(=O)n1cnc2ccccc21)n1cnc2ccccc21
-9 | C=CCn1c(SCC(=O)c2c(N)n(CCC)c(=O)n(C)c2=O)nc2sc(CC)cc2c1=O
-8 | CCOc1ccc(N=Nc2c(=O)[nH]n3c(=O)cc(C)[nH]c23)cc1
-5 | CCCCN(CC)C(=O)Cc1c(C(=O)O)[nH]c2ccc(Cl)cc12
8 | Cc1ccc(N(CC(O)COCc2ccco2)S(=O)(=O)c2ccc(C)cc2)cc1 (centres undefined)

Remaining list, next part
esBAF inh | mol
7 | Cc1ccc2[nH]cc(C(=O)CN3CCN(c4ccccn4)CC3)c2c1
0 | COc1ccc(CCNC(=O)c2ccc3c(c2)NC(=O)C(N2CCOCC2)S3)cc1OC (centres undefined)
3 | COc1ccc(NC(=O)CCn2cccc2)cc1
-7 | CCC(C)(C)n1nnnc1CN1CCC(NC(=O)c2ccc(Br)cc2)CC1
7 | CCOC(=O)NCc1ccc(CNC(=O)OCC)cc1
-9 | NC(=O)C1(S(=O)(=O)c2ccccc2)CCCCC1
-5 | C/C(CCc1ccc2c(c1)OCO2)=N\N=C(/N)SC1CC(=O)N(c2ccccc2F)C1=O (centres undefined)
-11 | COc1ccccc1N1CC(C(=O)Nc2cccc(C(=O)O)c2)CC1=O (centres undefined)

Next part
esBAF inh | mol
19 | Cc1ccc(N2C(=O)c3ccccc3C2=O)cc1Cl
-14 | CCSC1(SCC)N=C(N)C2(C#N)C(c3ccccc3)NC(C)=CC12C#N (centres undefined)
3 | Cc1c(OCC(=O)OC(C)(C)C)ccc2c3c(c(=O)oc12)CCC3
7 | Cc1cccc(C(=O)Nc2cc(C)ccc2NC(=O)COc2ccccc2)c1
50* | COC(=O)CNc1c(-c2ccccc2)nc2ccc(Br)cn12
0 | O=C(O)CCc1nc2ccccc2n(CCc2ccccc2)c1=O
-2 | Cc1oc2nc(SCC(=O)NC3CCCCC3)nc(N)c2c1C
-3 | Cc1cc(C)n(-c2nc3ccccc3n3nnnc23)n1

The list continues:
esBAF inh | mol
-10 | COc1cc(S(=O)(=O)N2CCOCC2)ccc1NC(=O)COC(=O)C12CC3CC(CC(C3)C1)C2
1 | COCCn1nnnc1C(c1ccccc1)N1CCN(C)CC1 (centres undefined)
-2 | CCOC(=O)c1ccc(Oc2nc(SC)nc(N(C)C)n2)cc1
2 | CCCN(CCC)CCCNC(=O)CC1Nc2ccccc2NC1=O (centres undefined)
26 | CCCCc1ccc(-c2nc(-c3ccncc3)no2)cc1
-10 | CSc1nc2ccccc2n1CC(=O)N1CCCCC1
-6 | O=C1C=C(Nc2ccc(Cl)cc2)CC(c2ccco2)C1 (centres undefined)
-1 | O=C(NCC(c1cccnc1)N1CCN(c2ccccc2F)CC1)C1CCCCC1 (centres undefined)

Remaining list, next part.
esBAF inh | mol
1 | CC(OC(=O)C(NC(=O)c1ccco1)C(C)C)C(=O)Nc1ncc(Cl)cc1Cl (centres undefined)
5 | Cn1c(SCC(=O)N2CCOCC2)nnc1-c1cnccn1
6 | CCc1cccc(C)c1N(C(=O)Cn1c(=O)[nH]c2ccccc21)C(C)COC (centres undefined)
-2 | O=C(CSc1nnc(CNc2ccc(F)cc2)n1-c1ccccc1)N1CCOCC1
1 | COC(=O)C(C(=O)OC)=C(/C=C/C=C/N(C)C)N(C)C
3 | COc1ccc2[nH]c(C(=O)O)c(CCNC(C)=O)c2c1
-2 | CC1=CC(C)(C)N(C)C(=O)N1c1ccc(Cl)cc1
34 | O=c1c(-c2ccc(Br)cc2)coc2c(CN3CCOCC3)c(O)ccc12

Continued:
esBAF inh | mol
7 | O=C(Cn1cc(C(=S)N2CCOCC2)c2ccccc21)N1CCOCC1
18 | COC(=O)Cn1ncc2c3ccccc3n(C)c2c1=O
-4 | CCn1c(SCC(=O)NC(=O)NCc2ccco2)nc2sc(C)c(C)c2c1=O
0 | Cc1ccc(NC(=O)Cc2cn3ccsc3n2)nc1
0 | Cc1cc(NC(=O)COc2ccc3oc4ccccc4c3c2)no1
5 | CC(=O)c1cccc(NC(=O)c2ccc(Br)o2)c1
63* | C/C(=N\OC(=O)NC(C)C)c1sc(-c2ccccc2)nc1C
-3 | Cc1nc2nc[nH]c2cc1Br

The results go on:
esBAF inh | mol
-21 | O=C(Cn1c(=O)oc2cc(S(=O)(=O)N3CCCC3)ccc21)Nc1cccc(C(F)(F)F)c1
9 | CCOc1ccc(CCNC(=O)C2CCN(c3nnc(-n4cccc4)s3)CC2)cc1OCC
7 | CCn1c(COc2ccc(C)cc2)nnc1SCC(=O)C(C)(C)C
-9 | COc1cc(C(=O)Nc2sc(C(=O)N3CCOCC3)c(C)c2C#N)cc(OC)c1OC
23 | COc1ccc(-c2noc(CN(C)S(=O)(=O)c3ccccc3)n2)cc1OC
-6 | O=C(Nc1nnc(C2CC2)s1)C1Cc2ccccc2CN1S(=O)(=O)c1cccs1 (centres undefined)
4 | CCOc1ccc2nc(COC(=O)c3ccco3)c(C(C)=O)[n+]([O-])c2c1
-7 | COc1ccccc1N1C(=O)C2CC=CC(C)C2C1=O (centres undefined)

The list goes on.
esBAF inh | mol
10 | Cc1cc(NC(=O)c2cc(S(=O)(=O)N3CCCCC3)ccc2C)n(-c2ccccn2)n1
6 | C=CCOc1c(CNc2ncn[nH]2)cccc1OCC
-5 | Cc1ccnc(SCC(=O)Nc2oc(-c3ccccc3)c(-c3ccccc3)c2C#N)n1
3 | CCn1cc(C2=NOC(C(=O)Nc3ccc4c(c3)OCO4)C2)c(C)n1 (centres undefined)
2 | COc1ccccc1Nc1nc(N)nc(CSc2nncn2C)n1
0 | Cc1ccc(CN2C(=O)CCC2C(=O)NC(C)C)cc1 (centres undefined)
49* | Cc1ccccc1OCC1Cc2c(nc(N)c(C#N)c2N)O1 (centres undefined)
-9 | CC(=O)NC1=NN(C(C)=O)C(C)(CS(=O)(=O)c2ccc3ccccc3c2)S1 (centres undefined)

(listing goes on)
esBAF inh | mol
-11 | CCOc1ncccc1C(=O)OCc1ccc(C(=O)OC)o1
2 | N#Cc1c(F)cccc1N1CCOCC1
14 | Cc1ccc(NC(=O)/C(CN(C)C)=N\O)cc1
-7 | CCN(CC)c1ncn(Cc2c(Cl)cccc2Cl)c2ncnc1-2
29 | COc1ccc(-c2cc(C(=O)N3CCOCC3)no2)cc1OC
-4 | O=C(NC1CCCc2ccccc21)C1CCN(S(=O)(=O)c2cccc3nonc23)CC1 (centres undefined)
7 | CCCC12CN3CC(C)(CN(C1)C3c1ccc(OC)cc1)C2=O (centres undefined)
4 | O=C(c1ccco1)N1CCN(C2=NS(=O)(=O)c3ccccc32)CC1

Other results follow.
esBAF inh | mol
-3 | Cc1cc(C(=O)NCc2ccc(S(N)(=O)=O)cc2)c(C)o1
0 | CCOC(=O)Nc1cc(=O)c2ccccc2o1
2 | COc1cc(NC(=O)C2CCN(S(=O)(=O)c3cccc4nonc34)CC2)cc(OC)c1
-5 | CCC(C)(C)NC(=O)C(c1cccn1C)N(Cc1ccc(C)cc1)C(=O)Cn1nnc2ccccc21 (centres undefined)
-10 | O=C(O)c1cc(S(=O)(=O)N2CCCCCC2)ccc1Cl
24 | COCCNc1c(-c2ccc(O)cc2)nc2ccc(Cl)cn12
-6 | COc1ccc(N2CCN(C(=O)C34CCC(C)(C(=O)C3)C4(C)C)CC2)cc1 (centres undefined)
0 | CSc1sc(C(=O)O)c2c1C(=O)CCC2
-9 | O=C(COC(=O)c1n[nH]c2ccccc12)NC(=O)NC1CCCC1
-1 | Cc1cc(C)cc(NC2=NC3(CCCCC3)N=C(N)N2)c1

Molecules listed so far containing an NH in an aromatic ring:
esBAF inh | mol
11 | CCOc1ccc(N(Cc2cc3cc(OC)ccc3[nH]c2=O)S(C)(=O)=O)cc1
6 | CCOC(=O)c1c(C)[nH]c(C(=O)OC)c1CCC(=O)OC
-13 | Cn1c(=O)[nH]c(=O)c2c1nc(N1CCOCC1)n2CCN1CCOCC1
-4 | C=CCn1c(Cc2c(C)[nH]c3ccccc23)nnc1SCC(=O)NCc1ccc(F)cc1
5 | COC(=O)c1[nH]c2ccc(Cl)cc2c1NC(=O)CCN1CCOCC1
-8 | CCOC(=O)Cc1c(C)nc2c(-c3ccccc3)c[nH]n2c1=O
-4 | CCOc1ccccc1NC(=O)CSc1c(C)n[nH]c1C
-3 | CCC(c1c(C)[nH]oc1=O)c1c(C)[nH]oc1=O
-8 | CCOc1ccc(N=Nc2c(=O)[nH]n3c(=O)cc(C)[nH]c23)cc1
-5 | CCCCN(CC)C(=O)Cc1c(C(=O)O)[nH]c2ccc(Cl)cc12
7 | Cc1ccc2[nH]cc(C(=O)CN3CCN(c4ccccn4)CC3)c2c1
6 | CCc1cccc(C)c1N(C(=O)Cn1c(=O)[nH]c2ccccc21)C(C)COC (centres undefined)
3 | COc1ccc2[nH]c(C(=O)O)c(CCNC(C)=O)c2c1
-3 | Cc1nc2nc[nH]c2cc1Br
6 | C=CCOc1c(CNc2ncn[nH]2)cccc1OCC
-9 | O=C(COC(=O)c1n[nH]c2ccccc12)NC(=O)NC1CCCC1

Compound activity as filed in PubChem BioAssay.
